# NCI-60 one-dose screen, 48 h, at 10 µM unless noted. Numbers give growth in % (100 = growth as untreated, 0 = no growth, -100 = all killed).
# HCC-2998: HCC-2998 colon cancer | actives 4.7% (n = 79,000)
# SNB-75: SNB-75 CNS cancer; AID 1794750; actives 5% (n = 79,000)
# PC-3: PC-3 prostate cancer cells | actives 3.9% (n = 80,000) | AID 1794754
# SF-539: SF-539 CNS cancer. actives 6.8% (n = 81,000). AID 1794752
# SW-620: SW-620 colon cancer; actives 5.2% (n = 82,000); AID 1794795
# KM12: KM12 colon cancer cells; actives 5% (n = 82,000)
# DU-145: DU-145 prostate cancer. AID 1794760. actives 4.2% (n = 81,000)
# SNB-19: SNB-19 CNS cancer cells; AID 1794751; actives 2.5% (n = 81,000)
# HT29: HT29 colon cancer | actives 7.4% (n = 81,000)
# Numbers without * were called inactive; / = no result given; & = joins results of further samples; ! = not active in a repeat; [ ] = dose if it differs, or a comment. The calls were made as follows: active = growth percent below 10; inactive = the rest. Compounds as they come; about 11% have a hit in one of these screens.
SMILES,HCC-2998,SNB-75,PC-3,SF-539,SW-620,KM12,DU-145,SNB-19,HT29
C=CC[Si](CC=C)(OCC)OCC,101,86,93,98,104,120,119,102,113
COc1ccc(-n2cc(-c3cc(OC)c(OC)c(OC)c3)n(C(C)=O)c2=O)cc1,108,70,94,90,98,85,109,86,108
CC(C)C1C2=C(NCCN1C(=O)c1cccnc1)C(C)(C)N(Cc1ccccc1)C2=O (centres undefined),102,93,104,106,115,110,116,102,89
CC1(C)CC2(OC2c2ccccc2[N+](=O)[O-])C(=O)c2ccccc21 (centres undefined),89,96,74,114,100,87,103,98,89
C=CC[N+](C)(C)CC=C,96,103,123,99,110,112,123,112,98
COc1ccc(C(C)=O)cc1S(=O)(=O)Nc1c(N)nc(N)[nH]c1=O,102,92,83,102,99,101,101,100,78
CC(C)c1ccc(C2=C/C(=C\c3ccc(Cl)cc3)C(=O)N2CCc2ccc(S(N)(=O)=O)cc2)cc1,108,100,86,95,101,101,107,98,111
CCCCCCn1c(-c2ccc(-c3nc(-c4ccc(OC)cc4)no3)cc2)nc(-c2ccccc2)c1-c1ccccc1,127,90,98,103,102,105,118,106,98
CC(C)C[C@H](NC(=O)CNC(=O)[C@H](C)NC(=O)[C@H](CCCNC(=N)N)NC(=O)[C@H](CO)NC(=O)[C@H](CO)NC(=O)[C@H](CCCNC(=N)N)NC(=O)[C@@H](N)CO)C(=O)N[C@H](CCC(N)=O)C(=O)N[C@@H](Cc1ccccc1)C(=O)N1CCC[C@H]1C(=O)N[C@H](C(=O)NCC(=O)N[C@@H](CCCNC(=N)N)C(=O)N[C@H](C(=O)N[C@H](Cc1cnc[nH]1)C(=O)N[C@@H](CCCNC(=N)N)C(=O)N[C@@H](Cc1cnc[nH]1)C(=O)N[C@H](CC(C)C)C(=O)N[C@@H](CCCNC(=N)N)C(=O)N[C@@H](CCCCN)C(=O)O)C(C)C)C(C)C,91,105,102,95,108,108,108,111,101
CCCCCCCCCCCCCCCCCN,126,93,92,94,97,110,114,102,99
CC(C)(C)n1cc(-c2ccnc(NCCNS(=O)(=O)c3ccccc3)c2)c(-c2ccccc2)n1,92,86,70,91,92,93,89,92,39
Cc1cc(C)c(/C=C2\C(=O)Nc3ccc(NC(=O)CCCCC(=O)NO)cc32)[nH]1,97,27,57,68,76,69,85,69,64
O=[N+]([O-])c1ccc(/C=N/c2nnc(-c3ccc(Cl)cc3)o2)cc1,100,/,104,97,105,101,105,97,104
COc1ccc(-c2nn(-c3cccc(Cl)c3)cc2-c2cc(-c3ccccc3)[nH]c(=O)c2C#N)cc1,50,38,72,-46*,68,70,47,45,56
CCN1CCN(c2nc(-c3ccc(Nc4ncnc5cc(Cl)ccc45)cc3)cc(-c3cc(OC)c(OC)c(OC)c3)n2)CC1,103,40,83,50,100,103,112,100,95
Cn1c(N2CCOCC2)nc2c(NCc3cccnc3)cccc2c1=O,109,76,75,96,107,103,102,108,85
O=S(=O)(C/C(=N/O)c1cccs1)c1ccccc1,102,93,101,100,106,110,118,102,112
CN(CCN(C)c1ccc(C(=N)N)cc1)c1ccc(C(=N)N)cc1,97,100,81,93,104,91,99,121,108
O=[N+]([O-])c1ccc(N2CCN(Cc3ccccc3)CC2)c2c1no[n+]2[O-],-14*,68,-31*,0.1*,-68*,-52*,27,37,-70*
Cc1cc2nc3ccc(=[N+](C)C)cc-3sc2cc1N,19,22&88,-5.4*,3.1*,-9.3*,-2.2*,-42*,-4.5*,3.9*!
CC1=CC(=NN=c2cc(C)n([O-])c(C)c2)C=C(C)[N+]1=O,63,65,92,105,101,95,107,103,75
COC(=O)c1cccc(NC2=C(Cl)C(=O)C(C)=C(C)C2=O)c1,98,61,72,99,103,49,110,87,105
CCOC(=O)CC[C@H](N)C(=O)O,105[20 µM],72[20 µM],96[20 µM],96[20 µM],98[20 µM],107[20 µM],104[20 µM],98[20 µM],105[20 µM]
CCOC(=O)c1ccc(NC(=O)CSc2nc3ccccc3c(=O)n2CCc2ccccc2)cc1,103,61,91,81,89,89,90,65,88
CCC/C(=C\c1ccc(O)c(O)c1)C(=O)NC(Cc1ccccc1)C(=O)C(=O)NCCc1ccc(OC)cc1 (centres undefined),90,59,74,82,81,94,96,80,101

# Some entries already given, showing only KM12, HCC-2998 and PC-3:
Structure	KM12	HCC-2998	PC-3
CCCCCCCCCCCCCCCCCN	110	126	92
CC(C)(C)n1cc(-c2ccnc(NCCNS(=O)(=O)c3ccccc3)c2)c(-c2ccccc2)n1	93	92	70
Cc1cc(C)c(/C=C2\C(=O)Nc3ccc(NC(=O)CCCCC(=O)NO)cc32)[nH]1	69	97	57
O=[N+]([O-])c1ccc(/C=N/c2nnc(-c3ccc(Cl)cc3)o2)cc1	101	100	104
COc1ccc(-c2nn(-c3cccc(Cl)c3)cc2-c2cc(-c3ccccc3)[nH]c(=O)c2C#N)cc1	70	50	72
CCN1CCN(c2nc(-c3ccc(Nc4ncnc5cc(Cl)ccc45)cc3)cc(-c3cc(OC)c(OC)c(OC)c3)n2)CC1	103	103	83

# (next part)
SMILES,HCC-2998,SNB-75,PC-3,SF-539,SW-620,KM12,DU-145,SNB-19,HT29
N#Cc1c(-c2c(Cl)cccc2Cl)[nH]c(=S)[nH]c1=O,106,103,93,114,107,100,108,113,94
CC(C)(C)n1cc(-c2ccnc(NCCCNS(=O)(=O)c3ccc(Cl)cc3)c2)c(-c2cccc(F)c2)n1,63,76,50,75,70,60,87,80,28
CCOC(=O)C1=C(C)N(CC(OC)OC)C2(O)C(Cl)=C(Cl)C(O)=C(C#N)C12C#N (centres undefined),107,84,97,102,107,103,113,108,106
CCOC(=O)c1ccc(N/C=C/C(=O)c2ccc(OC)cc2)cc1,47,96,93,102,96,87,80,90,94
CN(C)C(=O)c1cc(CCCOc2ccc(-c3noc(C(F)(F)F)n3)cc2N)on1,102,90,90,90,98,97,95,91,104
Cc1ccc(NC(=O)c2cccc([N+](=O)[O-])c2)cc1,98,67,88,94,98,94,105,98,111
CCN1CCCC1CNC1CCN(c2cc(C)nc(N3CCCC3)n2)CC1 (centres undefined),103,75,96,96,100,101,108,102,92
O=C(Oc1ccccc1)c1cc(O)c(O)c(O)c1,68,79,70,54,63,75,76,65,86
CCCCC/C=C/C/C=C/CCCCCCCCNC(=O)Nc1ccc(OCC)cc1,113,96,93,127,111,113,121,116,96
c1ccc(N=C2c3ccccc3-c3ccccc32)cc1,100,91,95,94,117,110,/,102,97
CCOC(=O)CC1=CCc2c1ccc(OC)c2OC,81,88,105,103,121,123,123,103,105
CC(=O)Nc1ccc(C(Cl)=C(Cl)Cl)cc1,65,101,86,83,97,105,99,103,/
O/N=C(/CN1CCN(c2ccccc2)CC1)c1ccc(Cl)cc1,104,102,102,107,109,102,113,112,103
O=C(CN1CCN(c2cc3c(cc2F)c(=O)c(C(=O)O)cn3C2CC2)CC1)N/N=C/c1cccnc1,108,94,88,95,100,100,105,97,100
O=C(CSc1nc2ccccc2[nH]1)c1ccc(-n2nnc3ccccc32)cc1,107&116,/,95&98,84&95,103&110,106&106,111&109,96&103,116&101
CC(=O)O[C@H]1CC[C@]2(C)[C@H]3CC(=O)[C@H]4[C@@H]5CC(C)(C)CC[C@]5(C(=O)OC(=O)[C@]56CCC(C)(C)C[C@H]5[C@@H]5C(=O)C[C@@H]7[C@@]8(C)CC[C@H](OC(C)=O)C(C)(C)[C@@H]8CC[C@@]7(C)[C@]5(C)CC6)CC[C@@]4(C)[C@]3(C)CC[C@H]2C1(C)C,105,80,92,96,95,105,109,94,101
O=C1CSC(c2ccccc2Cl)N1Cc1ccc2c(c1)OCO2 (centres undefined),102,98,98,107,110,110,116,91,108
O=C(O)c1c(=O)cccc2ssc12,14,27,-19*,-19*,-34*,3.6*,-65*,-74*,-49*
O=C(CSc1nc2ccccc2c(=O)n1-c1ccccc1)N/N=C/c1ccc(Oc2ccc(Br)cc2)cc1,87,58,72,69,30,76,38,40,38
N#CN(Cc1ccccc1)Cc1ccccc1,100,98,103,99,104,104,115,107,110
C=C1C(=O)O[C@H]2[C@H]1CC/C(COC(=O)NCc1ccc(Cn3c(=O)sn(-c4ccccc4)c3=O)cc1)=C\CC[C@@]1(C)O[C@@H]21,75,9.3*,64,29,-13*,97,23,92,20
O/N=C(/c1ccccc1)c1ccc2c3c(cccc13)CC2,98&101,58&75,78&80,91&111,84&91,78&86,105&107,94&99,86&98
Cc1ccc(S(=O)(=O)OC[C@@H]2CO2)cc1,109,99,87,101,111,101,103,101,77
Nc1nc2c(c3ncccc13)C(c1cccc(Br)c1)Cc1ncccc1-2 (centres undefined),25,30,26,/,29,18,20,32,0.7*
CCN(CC)CCOCC[C@H]1CC[C@H]2[C@@H]3[C@H](C)Cc4cc(OS(N)(=O)=O)ccc4[C@H]3CC[C@]12C,-93*,-43*,-89*,-96*,-78*,-81*,-59*,-94*,-64*

# Next compounds.
SMILES,HCC-2998,SNB-75,PC-3,SF-539,SW-620,KM12,DU-145,SNB-19,HT29
CCOC(=O)c1ccc2c(c1)c1c(C)c3cnccc3c(C)c1n2C,-71*,-45*,-22*,-96*,-7.3*,-7.0*,-17*,-15*,-45*
Cc1ccc(O)cc1N(C)C,107,104,103,105,108,104,115,106,106
COc1cccc(Oc2nccc(-c3cn(CC(N)=O)nc3-c3cc(C)cc(OC)c3)n2)c1,77,92,95,100,103,101,103,93,98
O=C1N(O)C2(C=CCCC2)/C(=N/O)C12CCCCC2 (centres undefined),91,85,92,105,104,98,103,107,111
CCNC(=S)N/N=C(\C)c1nc2ccc(Cl)cc2[nH]1,63,92,63,77,70,66,67,70,/
OC[C@H]1O[C@H](O[C@]2(CCl)O[C@H](CCl)[C@@H](O)[C@@H]2O)[C@H](O)[C@@H](O)[C@H]1Cl,115,93,96,106,99,100,/,109,100
O=C(CC(=O)C(F)(F)C(F)(F)C(F)(F)F)c1cccs1,107,/,/,100,100,103,109,92,92
Clc1ccc(CSc2ncnc(SCc3ccc(Cl)cc3Cl)c2Cl)c(Cl)c1,/,91,77,103,106,99,101,105,103
COc1cc(NCCN(C(C)C)C(C)C)c2ncccc2c1,88,90,82,88,57,88,82,90,95
Cc1nn(C)c2ncnc(Nc3ccc(Cl)cc3)c12,113,99,101,97,106,109,91,97,97
Cc1cc(O)cc(C)c1N,102,87,99,97,105,103,109,105,103
CC(C)C(C(=O)O)c1ccccc1 (centres undefined),105,86,90,99,105,101,102,103,72
COc1ccc(-c2nc(Nc3ccc(S(N)(=O)=O)cc3)c3ccccc3n2)cc1,69,113,66,69,91,59,77,89,75
O=S(=O)(NCCCNc1nccc(-c2c(-c3cccc(O)c3)nc3occn23)n1)c1ccc(F)cc1,109,104,81,101,103,82,86,113,36
C=C1CCC(C(=O)CC)Cc2nc(C)ccc21 (centres undefined),102,103,94,97,90,104,109,96,102

# Looked up by compound from the entries so far, two records:
SMILES,HCC-2998,SNB-75,PC-3,SF-539,SW-620,KM12,DU-145,SNB-19,HT29
CC(C)C(C(=O)O)c1ccccc1 (centres undefined),105,86,90,99,105,101,102,103,72
Clc1ccc(CSc2ncnc(SCc3ccc(Cl)cc3Cl)c2Cl)c(Cl)c1,/,91,77,103,106,99,101,105,103

# Single entries from above:
# DU-145 with COc1ccc(-c2nc(Nc3ccc(S(N)(=O)=O)cc3)c3ccccc3n2)cc1 stands at 77
# PC-3 with Cc1ccc(O)cc1N(C)C stands at 103
# HCC-2998 with CCOC(=O)c1ccc2c(c1)c1c(C)c3cnccc3c(C)c1n2C stands at -71*
# SW-620 with CC(C)C(C(=O)O)c1ccccc1 (centres undefined) stands at 105
# SNB-75 with COc1cccc(Oc2nccc(-c3cn(CC(N)=O)nc3-c3cc(C)cc(OC)c3)n2)c1 stands at 92

# Compound activity as filed in PubChem BioAssay.
